Peg3 prom inh: Peg3 promoter-driven luciferase inhibitors, primary screen, cell-based, HeLa, luciferase luminescence. HeLa PEG-Prom luciferase reporter, overnight. inhibition, % at 20 µM. 360,000 tested, 1.7% active;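 active = inhibition of at least 50% at 20 µM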
PDI turbidity: inhibitors of human PDI, primary screen, biochemical, turbidity, single point, plate reader; Protein disulfide-isomerase (Homo sapiens), P07237; PDI insulin aggregation turbidity, A650, 90 min; inhibition, % at 10 µM; 350,000 tested, 0.052% active; AID 588391, 2011;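 active = mean inhibition across replicates of 30% or more, whatever share of single replicates reach that level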;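 note: absorbance from insulin aggregation driven by PDI reduction with DTT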
Target sequence (P07237 whole entry, looked up): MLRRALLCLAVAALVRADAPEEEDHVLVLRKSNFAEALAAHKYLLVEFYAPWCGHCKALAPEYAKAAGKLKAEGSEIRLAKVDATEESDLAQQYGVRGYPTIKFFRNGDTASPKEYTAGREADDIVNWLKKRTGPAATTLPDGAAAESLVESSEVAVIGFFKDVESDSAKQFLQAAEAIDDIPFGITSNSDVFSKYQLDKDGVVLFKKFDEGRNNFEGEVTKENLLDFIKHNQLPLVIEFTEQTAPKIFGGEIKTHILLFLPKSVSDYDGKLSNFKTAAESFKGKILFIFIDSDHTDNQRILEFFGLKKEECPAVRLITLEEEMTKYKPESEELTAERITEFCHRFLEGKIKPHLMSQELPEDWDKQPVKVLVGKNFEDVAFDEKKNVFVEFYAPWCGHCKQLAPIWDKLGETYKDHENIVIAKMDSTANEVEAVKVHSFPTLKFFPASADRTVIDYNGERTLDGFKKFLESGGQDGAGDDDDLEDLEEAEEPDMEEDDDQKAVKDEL
NR2E3 ag-1: inhibitors of NR2E3-RetCOR corepressor binding, primary screen, NR2E3 agonist project, biochemical, TR-FRET, GST-NR2E3, biotin-RetCOR; Photoreceptor-specific nuclear receptor (Homo sapiens), Q9Y5X4; 1536-well; inhibition of corepressor binding, % at 4.78 µM; 320,000 tested, 0.12% active; AID 2300, 2010;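 active = percent inhibition above the cutoff of mean plus 3 SD of all tested compounds, set per screening campaign, cut at about 20% in these data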;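 note: 0% = DMSO wells and 100% = biotin wells as full block of FRET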
Target sequence (Q9Y5X4 whole entry, looked up): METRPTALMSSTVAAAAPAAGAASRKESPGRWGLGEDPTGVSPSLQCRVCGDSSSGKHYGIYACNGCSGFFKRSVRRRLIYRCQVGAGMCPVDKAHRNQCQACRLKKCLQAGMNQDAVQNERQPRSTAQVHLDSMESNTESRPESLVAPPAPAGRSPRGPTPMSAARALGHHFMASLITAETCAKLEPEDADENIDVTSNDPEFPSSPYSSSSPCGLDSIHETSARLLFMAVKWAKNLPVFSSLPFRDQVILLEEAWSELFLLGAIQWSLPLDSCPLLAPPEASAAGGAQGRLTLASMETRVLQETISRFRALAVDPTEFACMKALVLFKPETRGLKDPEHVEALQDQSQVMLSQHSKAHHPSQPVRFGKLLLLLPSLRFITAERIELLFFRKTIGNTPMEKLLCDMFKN
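Test system: GST-NR2E3 and biotin-RetCOR proteins | Quantity: 1.35 nM GST-tagged NR2E3 final | Medium: Tris pH 7.5 | Also added: 7 nM biotin-RetCOR | Dosing: Compound at 4.8 µM, single dose | Timing: 5 h at 4 °C | Detection: Time-resolved FRET | Read-out basis: Percent inhibition | Benchmarks: Biotin wells as high control, 0.6% DMSO wells as low control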
KKLEB tox: cytotoxicity in KKLEB CF airway cells, primary screen, cytotoxicity control for CF NF-kB inhibitor project, cell-based, uHTS, fluorescence assay plates; KKLEB CF airway cells viability, ATPlite luminescence, overnight; hits give low values; cells stimulated with P. aeruginosa culture filtrate; activity change (cytotoxicity), % at 5 µM; 360,000 tested, 0.36% active; AID 602141, 2011;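 active = corrected activity change at or below -50% at 5 µM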
MITF TRPM1 inh: inhibitors of MITF-dependent TRPM1 promoter reporter, primary screen, cell-based, SK-MEL-5, single point, luciferase; SK-MEL-5 TRPM1 promoter luciferase, 24 h; inhibition, % at 12.5 µM; 330,000 tested, 0.83% active;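 active = mean inhibition across replicates of 60% or more, whatever share of single replicates reaches that level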; note: values of inactives mirror those of a sister screen read the other way
CF NFkB block: inhibitors of PAF-induced NF-kB signaling, primary screen, cell-based, GFP fluorescence, uHTS. KKLEB NF-kB-GFP reporter, GFP fluorescence overnight. inhibition, % at 5 µM. 360,000 tested, 0.86% active. AID 588850, 2011;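 active = at least 50% inhibition at 5 µM, scaled per plate between neutral and stimulator controls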;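 note: PAF is a Pseudomonas aeruginosa culture filtrate used as stimulus; plate controls were PAF-stimulated DMSO wells for no effect and unstimulated DMSO wells for full effect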
Vif imaging: HIV Vif self-association inhibitors, primary screen, imaging, HEK293T, single point. HEK293T cells, Vif self-association by quenched fluorescence, 24 h. inhibition, % at 7.49 µM. 340,000 tested, 0.35% active; in the data active = inhibition above about 50%, passing the limit was not always enough; note: some results filed as inactive read as strong as hits
Shn3 3UTR inh: reduction of Shn3 3'UTR firefly luciferase signal, primary screen, Schnurri-3 inhibitor project, cell-based, Clone20 osteoblasts, set 2. Clone20 osteoblast Shn3 3'UTR firefly luciferase, 24 h. inhibition, % at 12.5 µM. 360,000 tested, 0.52% active;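 active = mean inhibition of at least 75% with every replicate also reaching 75%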;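 note: 0% = median of neutral control wells and 100% = pilot-screen positive control compound; some compounds past the cut are filed as inactive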
HIF-2a block: HIF-2a reporter inhibitors, primary screen, luminescence, 786-0 RCC cells. 786-0 RCC cells HIF-2a reporter, luciferase luminescence, overnight. inhibition, % at 18.8 µM. 360,000 tested, 0.72% active;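 active = inhibition of the luminescence signal of 40% or more relative to plate controls, in a single-dose primary screen at 18.75 µM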
NR2E3 ag-2: NR2E3 agonists in two-hybrid cells, primary screen, cell-based, luminescence, CHO-S, Gal4-NCOR/VP16-NR2E3 | luciferase | Photoreceptor-specific nuclear receptor (Homo sapiens), Q9Y5X4 | AID 602229, 2012 | 360,000 tested, 0.35% active | inhibition of corepressor binding, % at 3.98 µM;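 active = inhibition above the mean of all tested compounds plus 3 SD, cut at about 70% in these data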;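 note: 0% = DMSO with NR2E3 transfected cells and 100% = cells lacking NR2E3 construct; higher means lower luciferase signal from less NR2E3 corepressor binding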
CaV13 ICDI inh: Disruptors of the CACNA1D IQ motif to Ca2+-dependent inactivation inhibitor domain association, primary screening, Förster resonance energy transfer in intact living …; 340,000 tested, 0.098% active; AID 743397; inhibition, % at 12.3 µM; HEK cells, CFP/YFP FRET ICDI-IQ, plate reader, 10 min; percent FRET-ratio fall versus neutral wells;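 active = mean replicate inhibition of at least 30% and at least 1% of replicates passing that level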;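 note: 0% = median of the neutral control wells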
Starred values were filed as active, the others as inactive.

Screening CCOc1ccccc1N=NC1C(=O)N(C(N)=S)N=C1C (stereo not drawn) returned Peg3 prom inh 6.0, PDI turbidity 7.5, NR2E3 ag-1 -1.1, KKLEB tox -0.8, MITF TRPM1 inh 13.1, CF NFkB block -31.5, Vif imaging -15.0, Shn3 3UTR inh 16.3, HIF-2a block -6.4, NR2E3 ag-2 -24.2 and CaV13 ICDI inh -17.7.
Screening Cc1ccc(F)cc1CNC(=O)C1CCC(=O)N(CCc2ccccc2)C1 (stereo not drawn) returned Peg3 prom inh -11.5, PDI turbidity -6.2, NR2E3 ag-1 -2.9, KKLEB tox -4.9, MITF TRPM1 inh -15.9, CF NFkB block -9.1, Vif imaging -10.3, Shn3 3UTR inh -7.2, HIF-2a block -16.4, NR2E3 ag-2 -22.2 and CaV13 ICDI inh -16.5.
Screening CC(C)CC(=O)N1CCN(Cc2ccccc2[N+](=O)[O-])CC1 returned Peg3 prom inh 6.1, PDI turbidity -8.7, NR2E3 ag-1 1.7, KKLEB tox 7.0, MITF TRPM1 inh 4.6, CF NFkB block -6.0, Vif imaging 7.0, Shn3 3UTR inh 12.1, HIF-2a block 2.4, NR2E3 ag-2 14.0 and CaV13 ICDI inh -4.4.
For COc1ccc(Cl)cc1NC(=O)c1c(-c2ccccc2)noc1C the results were Peg3 prom inh 6.5, PDI turbidity 1.1, NR2E3 ag-1 0.7, KKLEB tox 3.7, MITF TRPM1 inh 9.9, CF NFkB block -7.5, Vif imaging 0.7, Shn3 3UTR inh 11.5, HIF-2a block 0.3 and NR2E3 ag-2 -13.5.
Screening CC1C/C(=N\NC(=O)c2ccc([N+](=O)[O-])cc2)CC(C)(C)C1 (stereo not drawn) returned Peg3 prom inh 10.2, PDI turbidity 1.9, NR2E3 ag-1 0.4, KKLEB tox 6.6, MITF TRPM1 inh 4.7, CF NFkB block 16.5, Vif imaging 0.3, Shn3 3UTR inh -43.1, HIF-2a block -0.3, NR2E3 ag-2 -15.8 and CaV13 ICDI inh -7.1.
Screening CCC1=NC(c2ccccc2)N(O)C1(C)C (stereo not drawn) returned Peg3 prom inh 8.9, PDI turbidity 0.1, NR2E3 ag-1 -0.5, KKLEB tox -2.7, MITF TRPM1 inh 6.7, CF NFkB block 2.5, Vif imaging 6.5, Shn3 3UTR inh -13.4, HIF-2a block 2.8 and NR2E3 ag-2 2.2.
CC1=C(C(=O)NC2CCCC(C)C2C)C2(CCCCC2)OC1=O (stereo not drawn) was read as Peg3 prom inh 13.6, PDI turbidity -1.6, NR2E3 ag-1 2.6, KKLEB tox -11.8, MITF TRPM1 inh -8.6, CF NFkB block -1.1, Vif imaging -0.8, Shn3 3UTR inh -3.0, HIF-2a block 16.1, NR2E3 ag-2 -30.9 and CaV13 ICDI inh 20.1.
For CCOC(=O)C1=C(C)NC(C)=C(C(=O)OCC)C1C(=O)OCC(=O)NC the results were Peg3 prom inh 11.5, PDI turbidity 1.2, NR2E3 ag-1 1.7, KKLEB tox 12.0, MITF TRPM1 inh -3.4, CF NFkB block 9.0, Vif imaging -2.9, Shn3 3UTR inh -13.6, HIF-2a block 13.2, NR2E3 ag-2 -26.1 and CaV13 ICDI inh 1.2.
CCOC(=O)C1CCCN(C(=O)c2ccc3ccccc3c2)CC1 (stereo not drawn) was read as Peg3 prom inh -10.2, PDI turbidity -0.9, KKLEB tox -3.9, CF NFkB block 4.8, Vif imaging -4.8, Shn3 3UTR inh 4.4, HIF-2a block -10.3, NR2E3 ag-2 -7.7 and CaV13 ICDI inh -7.2.
`Cc1nc(N2CCOCC2)c2c(C)c(C(=O)Nc3ccc(F)cc3Cl)sc2n1` gave Peg3 prom inh -30.9, PDI turbidity -6.6, NR2E3 ag-1 2.0, KKLEB tox -16.3, MITF TRPM1 inh -18.6, CF NFkB block 26.3, Vif imaging -12.5, Shn3 3UTR inh 1.1, HIF-2a block -41.6, NR2E3 ag-2 -10.0 and CaV13 ICDI inh 9.7.
Screening CCOC(=O)C1(CCc2ccccc2)CCN(C2Cc3ccccc3C2)CC1 returned Peg3 prom inh 27.5, PDI turbidity 1.1, NR2E3 ag-1 4.6, KKLEB tox -15.1, MITF TRPM1 inh 2.3, CF NFkB block 22.1, Vif imaging -9.7, Shn3 3UTR inh 24.5, HIF-2a block 24.0, NR2E3 ag-2 -8.2 and CaV13 ICDI inh -4.7.
COc1cccc(CNC(=O)c2ccc3c(c2)N(C)CCS3)c1OC was read as Peg3 prom inh 1.7, NR2E3 ag-1 3.2, KKLEB tox 4.8, MITF TRPM1 inh 3.5, CF NFkB block -8.4, Vif imaging -3.6, Shn3 3UTR inh 1.0, HIF-2a block -16.9, NR2E3 ag-2 -38.3 and CaV13 ICDI inh -7.1.
`Clc1ccc(C2Nc3cccc4cccc(c34)N2)cc1Cl` gave Peg3 prom inh 13.8, PDI turbidity -0.6, NR2E3 ag-1 0.4, KKLEB tox -0.1, MITF TRPM1 inh 3.8, CF NFkB block 24.0, Vif imaging 57.9*, Shn3 3UTR inh 1.9, HIF-2a block 31.1, NR2E3 ag-2 -10.5 and CaV13 ICDI inh -21.1.
`CCN(CC)C(=O)CSc1nc2c(sc(=S)n2-c2ccccc2)c(=O)n1-c1ccccc1OC` gave Peg3 prom inh 9.7, PDI turbidity 12.5, KKLEB tox 17.2, MITF TRPM1 inh -3.2, CF NFkB block -19.2, Vif imaging 12.5, Shn3 3UTR inh 26.6, HIF-2a block 17.6, NR2E3 ag-2 -21.2 and CaV13 ICDI inh -5.6.
For CC(=O)NC(Cc1ccc(F)cc1)C(=O)NC1CCN(C(=O)Nc2cccc(C)c2)CC1 (stereo not drawn) the results were Peg3 prom inh -30.7, PDI turbidity -22.7, NR2E3 ag-1 0.1, KKLEB tox 0.2, MITF TRPM1 inh -12.7, CF NFkB block 17.3, Vif imaging -0.8, Shn3 3UTR inh -21.6, HIF-2a block -39.6, NR2E3 ag-2 -31.1 and CaV13 ICDI inh -2.9.
COc1ccc(CCNC2CCN(C)CC2)cc1OC was read as Peg3 prom inh -6.3, PDI turbidity -1.7, NR2E3 ag-1 1.3, KKLEB tox 0.0, MITF TRPM1 inh 0.2, CF NFkB block -3.7, Vif imaging 3.0, Shn3 3UTR inh -20.0, HIF-2a block 6.8 and NR2E3 ag-2 -8.5.
Screening Cc1cccnc1NC(=S)Nc1ncccc1C returned Peg3 prom inh -290.0, PDI turbidity 3.8, NR2E3 ag-1 2.3, KKLEB tox -6.5, MITF TRPM1 inh -87.8, CF NFkB block -4.8, Shn3 3UTR inh -102.3, HIF-2a block -245.9, NR2E3 ag-2 -100.1 and CaV13 ICDI inh -3.8.
For Clc1cc(Br)ccc1OCCN1CCOCC1 the results were Peg3 prom inh -19.8, PDI turbidity 7.8, NR2E3 ag-1 -0.8, KKLEB tox 4.3, MITF TRPM1 inh 1.7, CF NFkB block 11.6, Vif imaging -1.6, Shn3 3UTR inh -0.6, HIF-2a block -23.1, NR2E3 ag-2 -19.3 and CaV13 ICDI inh -2.4.
`CC12CC3CC(C)(C1)CC(NCc1ccncc1)(C3)C2` gave Peg3 prom inh 12.4, PDI turbidity 2.2, NR2E3 ag-1 -0.8, KKLEB tox 1.8, MITF TRPM1 inh 0.1, CF NFkB block -8.2, Vif imaging -5.2, Shn3 3UTR inh 7.4, HIF-2a block 3.6, NR2E3 ag-2 -11.2 and CaV13 ICDI inh -1.3.
Screening O=C(COc1ccc(S(=O)(=O)N2CCOCC2)cc1)NC1CCCCC1 returned Peg3 prom inh 9.5, PDI turbidity -9.4, NR2E3 ag-1 4.7, KKLEB tox 3.9, MITF TRPM1 inh 1.1, CF NFkB block 17.9, Vif imaging -11.6, Shn3 3UTR inh -3.3, HIF-2a block -4.8, NR2E3 ag-2 -6.0 and CaV13 ICDI inh -6.1.
For CCOc1ccc(NC(=O)COc2cccc3c2CCN(Cc2cccnc2)C3=O)cc1 the results were Peg3 prom inh 11.0, PDI turbidity 1.4, NR2E3 ag-1 -0.9, KKLEB tox 14.1, MITF TRPM1 inh 15.4, CF NFkB block -43.4, Vif imaging -22.6, Shn3 3UTR inh 13.1, HIF-2a block 14.3, NR2E3 ag-2 16.4 and CaV13 ICDI inh -2.6.
Screening COc1ccc(C(=O)Nn2c(C)nc3ccccc3c2=O)cc1OC returned Peg3 prom inh 2.7, PDI turbidity 8.8, NR2E3 ag-1 -1.4, KKLEB tox -1.0, MITF TRPM1 inh 8.6, CF NFkB block 13.0, Vif imaging -6.7, Shn3 3UTR inh -19.0, HIF-2a block 13.9, NR2E3 ag-2 -11.3 and CaV13 ICDI inh -17.6.
CSc1nnc2c(n1)c(C)nn2-c1ccc(C)cc1 was read as Peg3 prom inh -167.2, PDI turbidity -2.3, NR2E3 ag-1 -1.0, KKLEB tox 3.7, MITF TRPM1 inh -66.2, CF NFkB block -16.7, Vif imaging -2.9, Shn3 3UTR inh -58.2, HIF-2a block -131.2, NR2E3 ag-2 -20.1 and CaV13 ICDI inh -9.9.
For CC(=O)OC[C@@H]1CN(Cc2ccccc2)C[C@H](n2cnc3c(NC4CCCC4)ncnc32)O1 the results were Peg3 prom inh 26.2, PDI turbidity 1.4, KKLEB tox -3.4, CF NFkB block -14.8, Vif imaging 0.2, Shn3 3UTR inh 13.7, HIF-2a block 13.4, NR2E3 ag-2 -13.9 and CaV13 ICDI inh -2.2.
CCOC(=O)c1cc(-c2nnc(SCC(=O)Nc3ccc(F)cc3)o2)c(C)nc1C was read as Peg3 prom inh 17.7, PDI turbidity -8.9, NR2E3 ag-1 0.3, KKLEB tox -3.7, MITF TRPM1 inh 5.0, CF NFkB block -1.8, Vif imaging 14.8, Shn3 3UTR inh -5.1, HIF-2a block 7.6, NR2E3 ag-2 2.9 and CaV13 ICDI inh -5.6.

Quoted at random: two compounds from above, in no set order.
CSc1nnc2c(n1)c(C)nn2-c1ccc(C)cc1 was read as Peg3 prom inh -167.2, PDI turbidity -2.3, NR2E3 ag-1 -1.0, KKLEB tox 3.7, MITF TRPM1 inh -66.2, CF NFkB block -16.7, Vif imaging -2.9, Shn3 3UTR inh -58.2, HIF-2a block -131.2, NR2E3 ag-2 -20.1 and CaV13 ICDI inh -9.9.
For CC(=O)OC[C@@H]1CN(Cc2ccccc2)C[C@H](n2cnc3c(NC4CCCC4)ncnc32)O1 the results were Peg3 prom inh 26.2, PDI turbidity 1.4, KKLEB tox -3.4, CF NFkB block -14.8, Vif imaging 0.2, Shn3 3UTR inh 13.7, HIF-2a block 13.4, NR2E3 ag-2 -13.9 and CaV13 ICDI inh -2.2.
